HCV core dimer = inhibitors of HCV core protein dimerization, primary screen, biochemical, TR-FRET, high-throughput | TR-FRET GST/Flag-core106 dimerization, 1536-well | inhibition, % at 5 µM | 300,000 tested, 0.33% active;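 active means inhibition above the mean of all tested compounds plus 3 SD, set per screening campaign, cut at about 45% in these data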
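Assay system: Tagged HCV core106 pair (GST and Flag) | Buffer or medium: KF-containing HEPES buffer, pH 7.45, DTT, CHAPS, BSA | Also added: Eu donor and XL665 acceptor anti-tag antibodies | Dosing: One concentration, 5 µM, in 0.5% DMSO | Timing: 4 h at 22.5 °C | Technique: TR-FRET 671 and 617 nm emission | Repeats: Singlicate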
proCasp7 act = procaspase-7 activators, primary screen, counter-screen for procaspase-3 activator project, biochemical, absorbance, HTS, human; Caspase-7 (Homo sapiens), P55210; recombinant procaspase-7, Ac-DEVD-pNA absorbance 405 nm; D23A/D198A/D206A triple mutant, cannot self-cleave; scale: DMSO 0, 5 µM enzyme 100; activation, % at 8.5 µM; 330,000 tested, 0.093% active;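 active means percent activation above the screen-wide mean plus 3 SD, cut at about 25% in these data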
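Assay system: Uncleavable procaspase-7 mutant enzyme / Input: 2 µM procaspase-7 mutant as dispensed / Dosing: single nominal 8.5 µM compound dose, 0.8% DMSO final / Timing: 1 h enzyme–compound preincubation and 2 h substrate reaction, both 25 °C / Detection: p-Nitroaniline absorbance at 405 nm, read at 0 and 120 min / Replication: singlicate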
TPT1 inh = Candida albicans TPT1 enzyme inhibitors, primary screen, biochemical, fluorescence polarization; inhibition, % at 5 µM; 300,000 tested, 0.81% active; recombinant caTPT1, FP RNA substrate dephosphorylation; tRNA 2'-phosphotransferase TPT1 (Candida albicans SC5314); AID 1962, 2009;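 active means inhibition above the mean of all tested compounds plus 3 SD, set per screening campaign, cut at about 24% in these data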;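 further: plate controls were DMSO alone for no effect and ferristatin control at 100 nM for full effect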
proCasp3 act = activators of human procaspase-3 D3A mutant, primary screen, biochemical, absorbance, PC-3 D3A mutant, single concentration; recombinant procaspase-3 D3A, Ac-DEVD-pNA absorbance 405 nm; Caspase-3 (Homo sapiens), P42574; activation, % at 8.5 µM; 330,000 tested, 0.11% active;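 active means activation above the mean of all tested compounds plus 3 SD, cut at about 21% in these data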;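 further: 0% = DMSO alone and 100% = DMSO wells spiked with extra 5 µM PC-3 D3A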
Target sequence (P42574 whole entry D9A/D28A/D175A): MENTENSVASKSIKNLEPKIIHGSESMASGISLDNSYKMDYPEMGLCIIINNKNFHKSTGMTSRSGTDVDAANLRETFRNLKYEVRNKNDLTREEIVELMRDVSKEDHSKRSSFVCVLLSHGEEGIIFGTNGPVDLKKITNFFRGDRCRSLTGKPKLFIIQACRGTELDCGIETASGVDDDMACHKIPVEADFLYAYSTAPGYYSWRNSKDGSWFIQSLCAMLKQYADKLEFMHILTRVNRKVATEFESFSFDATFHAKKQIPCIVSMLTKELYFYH
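Compound: 8.5 µM single point, 0.8% DMSO / Material: Autoprocessing-dead procaspase-3 D3A mutant enzyme / Timing: 1 h preincubation plus 2 h reaction at 25 °C / Medium: Zinc-free HEPES/NaCl buffer with 0.01% Triton X-100 at pH 7.4 / Technique: 405 nm absorbance of p-nitroaniline, reads at 0 and 120 min / Repeats: one well per compound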
PAFAH2 inh = PAFAH2 enzyme inhibitors, primary screen, biochemical, fluorescence polarization, human; recombinant PAFAH2, FP-rhodamine activity probe; inhibition, % at 3.39 µM; 340,000 tested, 0.99% active; AID 492956, 2010;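 active means inhibition above the mean over all tested compounds plus 3 SD, cut at about 30% in these data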;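 further: inhibitors block probe labeling of enzyme so polarization drops; 0% = enzyme with DMSO and 100% = wells lacking PAFAH2 protein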
AHR activator = AHR activators, primary screen, cell-based, luminescence, luciferase reporter, human; AID 2796, 2010; 320,000 tested, 2.5% active; Aryl hydrocarbon receptor (Homo sapiens), P35869; AHR-responsive luciferase reporter cells; activation, % at 5 µM; in the data active means activation above about 47%;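 further: 0% = vehicle wells and 100% = reference agonist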
Target sequence (P35869 whole entry, looked up): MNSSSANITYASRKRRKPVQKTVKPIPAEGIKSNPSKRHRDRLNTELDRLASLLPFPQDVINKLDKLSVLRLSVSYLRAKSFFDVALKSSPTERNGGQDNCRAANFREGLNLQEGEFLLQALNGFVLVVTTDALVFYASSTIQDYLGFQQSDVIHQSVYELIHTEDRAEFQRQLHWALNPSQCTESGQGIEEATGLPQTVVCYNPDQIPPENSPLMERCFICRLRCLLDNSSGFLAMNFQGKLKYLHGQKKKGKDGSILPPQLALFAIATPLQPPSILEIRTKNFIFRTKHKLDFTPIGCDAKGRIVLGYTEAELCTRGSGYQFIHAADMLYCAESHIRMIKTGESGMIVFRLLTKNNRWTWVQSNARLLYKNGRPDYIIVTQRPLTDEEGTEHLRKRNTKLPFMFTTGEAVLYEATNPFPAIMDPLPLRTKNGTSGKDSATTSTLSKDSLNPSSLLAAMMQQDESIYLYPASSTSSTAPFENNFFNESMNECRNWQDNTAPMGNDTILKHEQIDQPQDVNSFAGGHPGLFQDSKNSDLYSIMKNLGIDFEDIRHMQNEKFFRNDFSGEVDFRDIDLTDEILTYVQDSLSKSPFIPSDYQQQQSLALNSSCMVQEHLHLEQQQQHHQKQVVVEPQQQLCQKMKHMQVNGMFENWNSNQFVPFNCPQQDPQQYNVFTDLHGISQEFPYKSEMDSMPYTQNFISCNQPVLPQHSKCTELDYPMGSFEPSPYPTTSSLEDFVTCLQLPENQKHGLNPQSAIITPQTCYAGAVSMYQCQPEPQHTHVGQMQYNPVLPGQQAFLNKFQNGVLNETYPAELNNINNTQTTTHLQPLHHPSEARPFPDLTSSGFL
PP5 primary = PP5 phosphatase inhibitors, primary screen, biochemical, fluorescence; 320,000 tested, 0.18% active; AID 1987, 2009; purified PP5c, OMFP substrate fluorescence; inhibition, % at 6.7 µM;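 active means inhibition above the campaign's mean inhibition across all tested compounds plus 3 SD, cut at about 9.5% in these data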;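 further: 0% = DMSO only and 100% = 100 µM cantharidin control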
PP1 counter = PP1-alpha phosphatase inhibitors, primary screen, counter-screen for PP5 inhibitor project, biochemical, fluorescence, OMFP substrate, single point; inhibition, % at 6.7 µM; purified PP1alpha; 320,000 tested, 0.9% active; AID 2235, 2010; Serine/threonine-protein phosphatase PP1-alpha catalytic subunit (Homo sapiens), P62136;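 active means inhibition above the mean inhibition of all tested compounds plus 3 SD, computed separately for each screening campaign, cut at about 15% in these data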
CTSL1 counter = Fasciola hepatica cathepsin L1 inhibitors, primary screen, counter-screen for PFM18AAP inhibitor project, biochemical, QFRET, fluorogenic peptide substrate. recombinant F. hepatica cathepsin L1, Z-Leu-Arg-MCA fluorescence. inhibition, % at 5.96 µM. 300,000 tested, 0.49% active;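 active means inhibition above the mean of all tested compounds plus 3 SD, set per screening campaign, cut at about 17% in these data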;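 further: 0% = plate median of test compound wells and 100% = 1 µM Z-Phe-Ala-diazomethylketone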
Numbers without * were called inactive; / = not tested or not shown. Hits appear at their usual frequency. About 5.6% of those tested had a hit in this group.

item	Molecule	HCV core dimer	proCasp7 act	TPT1 inh	proCasp3 act	PAFAH2 inh
1	Cc1cc(-n2c(C)cc(C(=S)N3CCOCC3)c2C)ccc1Br	5	-9	0	-11	11
2	Cc1cccc(C(=O)NC(CC(=O)O)c2ccc(OC3CCCC3)cc2)c1[N+](=O)[O-] (stereo unspecified)	5	5	-2	2	3
3	CCCN(CCC)CCCNC(=O)c1cn(C)c2ccc(S(=O)(=O)N(C)C3CCCCC3)cc2c1=O	-8	9	-5	-2	1
4	Cc1ccc2nc(SCC(=O)NCc3ccc(F)cc3)[nH]c2c1	-16	-11	1	-11	-7
5	CC1=NN(C(=O)c2ccc(Cl)cc2)C(O)(c2ccccc2)C1 (stereo unspecified)	-5	13	-1	12	6
6	CCOc1ccc(CNC(=O)CCc2cn(C)c3ccccc23)cc1	-2	-4	0	1	4
7	CC(C)(C)NCc1cc(Br)ccc1OC1CCCC1	-1	8	0	10	-2
8	O=C1CCC(=O)N1CC(=O)N1CCCc2ccccc21	2	-2	0	10	11

item	AHR activator	PP5 primary	PP1 counter	CTSL1 counter
1	2	0.7	2	2
2	0	-3.6	1	1
3	-2	-2.8	-1	1
4	47	4.5	2	0
5	5	2.0	0	-1
6	2	-0.3	0	-2
7	0	-1.7	-3	4
8	1	-1.3	-4	1

Following part:
item	Molecule	HCV core dimer	proCasp7 act	TPT1 inh	proCasp3 act	PAFAH2 inh
9	Cn1nnnc1SCC(=O)Nc1ccccc1N1CCCCC1	2	-2	-3	-4	-1
10	Cc1nc(NNC(=O)c2ccccc2)cc(-c2ccccc2)n1	3	4	1	-1	9
11	Cc1ccc(-n2c(C)cc(C)c(C#N)c2=O)cc1Cl	-3	-1	-2	-3	1
12	COc1ccc(-c2cccc(C3CC=CC4C3C(=O)N(Cc3ccccc3)C4c3ccc(C(F)(F)F)cc3)c2)cc1 (stereo unspecified)	-3	0	-2	-6	-2
13	COc1ccccc1CCNS(=O)(=O)CCNC(=O)c1ccc2c(c1)OCO2	-12	2	-2	-14	-4
14	CCOc1ccc(NC(=O)c2ccc(Cl)c(NC(=O)c3ccco3)c2)cc1	-4	-5	-2	-7	0
15	COCCNC(=O)c1cc(-c2ccccc2)nn1Cc1cc(C)no1	/	6	/	13	4
16	CCOC(=O)Nc1cccc(OCC(=O)Nc2ccccc2OC)c1	-2	9	-3	8	10

item	AHR activator	PP5 primary	PP1 counter	CTSL1 counter
9	6	-0.1	-4	3
10	6	0.0	-6	3
11	0	-0.8	3	1
12	-1	1.4	5	2
13	14	-1.2	-2	7
14	-2	2.3	-3	-1
15	1	/	/	/
16	27	-1.6	-1	0

Additional entries.
item	Molecule	HCV core dimer	proCasp7 act	TPT1 inh	proCasp3 act	PAFAH2 inh
17	Nc1nc(-c2sc3nc4c(cc3c2N)CCCC4)nc(N2CCOCC2)n1	-38	0	-2	-1	-5
18	CC1CCCCC1NC(=O)COC(=O)c1ccc2c(c1)NC(=O)CS2 (stereo unspecified)	/	8	/	2	86*
19	COC(=O)c1cc(CN2CCN(c3ccccc3C)CC2)ccc1O	-1	-1	-2	9	1
20	CC(=O)c1sc2nc(SCC(=O)N3CCCCC3)[nH]c(=O)c2c1C	5	6	23	3	6
21	CCN(CC)C(=O)CC(c1cc(OC)c(OC)c(OC)c1)c1c(OC)cc(OC)c2c(-c3ccccc3)cc(=O)oc12 (stereo unspecified)	26	0	2	1	10
22	CC1(C)CC(=O)c2cc(C(=O)N3CCN(CCO)CC3)c(=O)n(-c3ccc(Cl)cc3)c2C1	-2	3	1	-5	1
23	CCCc1cc(=O)oc2cc(OC(C)C(=O)NCC3CCC(C(=O)O)CC3)c(Cl)cc12 (stereo unspecified)	-3	3	0	4	1
24	Cc1ccc(NCc2n[nH]c(=S)n2-c2ccccc2)cc1	-20	2	0	-1	1

item	AHR activator	PP5 primary	PP1 counter	CTSL1 counter
17	8	2.6	0	4
18	1	/	/	/
19	2	3.4	3	-7
20	15	1.4	-5	1
21	2	6.8	0	13
22	-1	1.9	-1	-2
23	-1	0.4	1	1
24	11	4.0	-6	-3

Following part.
item	Molecule	HCV core dimer	proCasp7 act	TPT1 inh	proCasp3 act	PAFAH2 inh
25	Cc1noc(C)c1S(=O)(=O)N(C)CC(=O)NCc1ccccc1	-1	-2	-5	0	0
26	O=C(CN1CCOCC1)Nc1nc2ccc(Cl)cc2s1	-1	-1	1	3	5
27	O=C(CN1C2CCC1CC(NC(=O)Nc1ccccc1)C2)NCc1ccco1 (stereo unspecified)	6	9	0	-7	7
28	COc1cc(NC(=O)c2cc([N+](=O)[O-])ccc2N2CCOCC2)ccc1NC(=O)c1ccco1	-8	-6	0	-3	-24
29	CC(C)(C)c1ccc(-c2n[nH]c(=S)n2CC2CCCO2)cc1 (stereo unspecified)	-1	-27	-2	-5	7
30	O=c1c2cnn(-c3ccccc3)c2nc(-c2cccs2)n1-c1ccc(Cl)cc1	16	9	3	4	3
31	CCOc1ccc(-n2c(-c3ccccc3)c[nH]c2=S)cc1	2	-18	-1	-7	-2
32	Cc1ccc(Oc2c(C(N)=O)cc([N+](=O)[O-])cc2[N+](=O)[O-])cc1	-1	-1	0	2	-2

item	AHR activator	PP5 primary	PP1 counter	CTSL1 counter
25	1	4.2	-1	-2
26	-1	0.1	7	-2
27	1	1.4	-4	-3
28	5	3.5	2	-2
29	5	0.0	2	3
30	2	-0.5	5	2
31	5	0.1	3	7
32	2	0.9	1	-2

(more compounds)
item	Molecule	HCV core dimer	proCasp7 act	TPT1 inh	proCasp3 act	PAFAH2 inh
33	COC(=O)c1ccc(Cn2cc(/C=C\[N+](=O)[O-])c3ccccc32)o1	1	1	6	9	3
34	Cc1cc(NC(=O)CSCC(=O)Nc2nc3ccccc3s2)no1	/	6	/	13	4
35	COc1ccc(S(=O)(=O)NNC(=O)Nc2ccc(F)cc2)cc1	-14	-5	-2	-1	/
36	CC1(c2ccccc2Cl)NC(=O)N(CC(=O)NCc2ccc3c(c2)OCO3)C1=O (stereo unspecified)	0	-5	2	-4	-3
37	O=C(O)Cc1ccc2ccc3ccccc3c2c1	5	4	13	-3	/
38	C[C@H](CO)N1C[C@H](C)[C@@H](CN(C)Cc2ccc(Cl)c(Cl)c2)Oc2c(NC(=O)C3CCOCC3)cccc2C1=O	/	19	/	-1	6
39	COc1ccc(-n2nc(C(=O)NCC(=O)NC3CCCCCC3)c3ccccc3c2=O)c(OC)c1	1	6	3	-6	2
40	CCC(CC)C(=O)c1c[nH]c(C(=O)NCc2ccc(F)cc2)c1	5	-5	-3	8	0

item	AHR activator	PP5 primary	PP1 counter	CTSL1 counter
33	11	-0.8	2	8
34	19	4.2	3	/
35	0	1.7	3	13
36	0	1.0	2	-5
37	2	3.1	-3	-5
38	2	/	/	/
39	1	-2.5	0	0
40	5	0.4	-1	-2

More records
item	Molecule	HCV core dimer	proCasp7 act	TPT1 inh	proCasp3 act	PAFAH2 inh
41	COc1ccc(C(=O)Nn2cnc3ccccc3c2=O)c(OC)c1	-9	-4	-3	0	-10
42	Cc1ccc(C(=O)N2CCCC(N3CCN(c4ccccc4F)CC3)C2)s1 (stereo unspecified)	3	-5	-3	-1	-5
43	CCOc1ccc(C2=[N+]([O-])C(C)(C)N(O)C2(C)C)cc1	0	2	-2	2	0
44	S=C(Nc1ccccn1)c1ccccn1	-8	-17	-2	-17	8
45	CCOc1ccc(CNC(=S)Nc2ccccc2)cc1Cl	-2	-7	1	-4	0
46	O=C(NNc1cccc(Cl)n1)c1ccccc1CC[N+](=O)[O-]	0	14	-1	-5	3
47	Cc1ccc(CC(=O)NCc2cccnc2)cc1	1	13	-1	8	/
48	Cc1cc(C)c(-c2noc(C(=O)OC(C)(C)C)c2C(=O)OC(C)(C)C)c(C)c1	3	-8	0	-4	6

item	AHR activator	PP5 primary	PP1 counter	CTSL1 counter
41	36	1.4	-5	1
42	0	2.5	-5	12
43	0	-0.9	-3	-2
44	61*	2.4	-1	4
45	29	5.9	2	-2
46	2	2.7	-2	2
47	1	-4.1	-1	0
48	-2	2.7	3	-2

Six structures already listed, arranged by SMILES length, largest number first.
item	Molecule	HCV core dimer	proCasp7 act	TPT1 inh	proCasp3 act	PAFAH2 inh
48	Cc1cc(C)c(-c2noc(C(=O)OC(C)(C)C)c2C(=O)OC(C)(C)C)c(C)c1	3	-8	0	-4	6
42	Cc1ccc(C(=O)N2CCCC(N3CCN(c4ccccc4F)CC3)C2)s1 (stereo unspecified)	3	-5	-3	-1	-5
43	CCOc1ccc(C2=[N+]([O-])C(C)(C)N(O)C2(C)C)cc1	0	2	-2	2	0
40	CCC(CC)C(=O)c1c[nH]c(C(=O)NCc2ccc(F)cc2)c1	5	-5	-3	8	0
41	COc1ccc(C(=O)Nn2cnc3ccccc3c2=O)c(OC)c1	-9	-4	-3	0	-10
45	CCOc1ccc(CNC(=S)Nc2ccccc2)cc1Cl	-2	-7	1	-4	0

item	AHR activator	PP5 primary	PP1 counter	CTSL1 counter
48	-2	2.7	3	-2
42	0	2.5	-5	12
43	0	-0.9	-3	-2
40	5	0.4	-1	-2
41	36	1.4	-5	1
45	29	5.9	2	-2

Other compounds
item	Molecule	HCV core dimer	proCasp7 act	TPT1 inh	proCasp3 act	PAFAH2 inh
49	O=C(CCS(=O)(=O)c1ccccc1)Nc1ccccn1	-22	1	1	0	7
50	Cc1ccc(NC(=O)NC2C(NC(=O)Nc3ccc(C)cc3)N(C)C(=O)N2C)cc1 (stereo unspecified)	-4	7	2	4	3
51	Cc1ccc(CNC(=O)c2ccc(N3CCC4(CC3)CC(c3ccccc3)=NO4)c(NC(=O)c3ccco3)c2)cc1	42	4	-2	-4	-13
52	Cc1nn(-c2ccc(F)cc2)c(Cl)c1/C=C/C(=O)OCC(=O)Nc1ccc(F)cc1F	4	3	-1	4	14
53	Cc1ccc(NC(=O)Cc2ccc(Cl)cc2)cc1S(=O)(=O)N1CCCCCC1	/	7	/	-2	-15
54	N=C1C(c2nc3ccccc3[nH]2)=C(O)CN1c1ccc(F)cc1	-8	4	-10	-10	7

item	AHR activator	PP5 primary	PP1 counter	CTSL1 counter
49	3	-4.2	5	-2
50	3	1.2	1	-2
51	-3	3.3	20*	2
52	2	4.1	-2	0
53	1	3.2	9	/
54	0	3.3	0	3
